NFkB SMM: binders of NF-kB p50 subunit, primary screen, biochemical, small molecule microarray, anti-His fluorescence; hit rate 1.3% among 17,000; anti-His fluorescence binding; calls only; Nuclear factor NF-kappa-B p105 subunit (Homo sapiens), P19838;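 active = spot fluorescence over background significantly raised, with a chance value under 7% in all four replicate spots of the compound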;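 note: probe protein is his-tagged human p50 processed subunit at 1 µg/ml; raw spot fluorescence signals with no normalization applied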
Target sequence (P19838 1-433 limits assumed): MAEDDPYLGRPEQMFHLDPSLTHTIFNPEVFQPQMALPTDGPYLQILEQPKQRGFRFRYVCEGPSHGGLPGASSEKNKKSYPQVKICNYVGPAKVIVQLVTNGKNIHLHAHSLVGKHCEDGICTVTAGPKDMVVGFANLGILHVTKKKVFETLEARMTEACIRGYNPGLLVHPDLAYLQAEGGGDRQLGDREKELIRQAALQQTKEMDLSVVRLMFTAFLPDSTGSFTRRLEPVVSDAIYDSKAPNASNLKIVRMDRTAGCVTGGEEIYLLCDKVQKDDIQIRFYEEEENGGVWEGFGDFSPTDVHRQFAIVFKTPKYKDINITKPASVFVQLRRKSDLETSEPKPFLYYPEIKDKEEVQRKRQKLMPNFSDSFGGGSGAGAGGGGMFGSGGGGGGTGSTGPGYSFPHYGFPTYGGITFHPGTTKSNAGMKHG
Calls only; i = inactive; + = active, no number. This is a subset. The share of hits here may be higher or lower than overall.

CCOc1ccc(N2C(=O)CS(=O)(=O)C2c2ccccc2)cc1 (centres undefined)
  NFkB SMM = i
C[C@H](CO)N1C[C@H](C)[C@@H](CN(C)Cc2ccc3c(c2)OCO3)Oc2ccc(NC(=O)CCCCCC(=O)Nc3ccccc3N)cc2CC1=O
  NFkB SMM = i
C[C@@H]1CN([C@H](C)CO)C(=O)c2cccc(NS(=O)(=O)c3cccs3)c2O[C@@H]1CN(C)C
  NFkB SMM = i
C[C@@H]1CN([C@@H](C)CO)C(=O)c2cc(NC(=O)Nc3cccc4ccccc34)ccc2O[C@@H](C)CCCCO[C@@H]1CN(C)C(=O)CCCN(C)C
  NFkB SMM = i
COc1ccc(NC(=O)CN(c2cc(C)ccc2OC)S(C)(=O)=O)cc1Cl
  NFkB SMM = i
CC(C)NC(=O)N(C)C[C@@H]1Oc2ccc(NC(=O)CCN3CCOCC3)cc2C(=O)N([C@H](C)CO)C[C@@H]1C
  NFkB SMM = i
COc1cccc(NC(=O)CC2COc3ccccc3O2)c1 (centres undefined)
  NFkB SMM = i
COC(=O)C(O)(c1ccc(NC(=S)NC(=O)c2ccc(Cl)cc2Cl)c(OC)c1)C(F)(F)F (centres undefined)
  NFkB SMM = i
C[C@@H]1CN([C@H](C)CO)C(=O)c2cccc(NS(=O)(=O)c3ccccc3)c2O[C@H]1CN(C)C(=O)NC1CCCCC1
  NFkB SMM = i
CC1(C)CC[C@]2(C(=O)O[C@@H]3O[C@H](CO)[C@@H](O)[C@H](O)[C@H]3O)CC[C@]3(C)C(=CCC4[C@@]5(C)CC[C@H](OC6O[C@H](CO)[C@@H](O)[C@H](O[C@@H]7O[C@H](CO)[C@@H](O)[C@H](O)[C@H]7O)[C@H]6O)C(C)(C)C5CC[C@]43C)[C@@H]2C1 (some centres undefined)
  NFkB SMM = i
COc1ccc(/C=C/C(=O)OC2C(C)OC(OC3C4C=COC(OC5OC(CO)C(O)C(O)C5O)C4C4(CO)OC34)C(O)C2O)cc1 (centres undefined)
  NFkB SMM = i
C[C@@H]1CN([C@@H](C)CO)C(=O)Cc2cc(NC(=O)Nc3ccc(F)cc3)ccc2O[C@H]1CN(C)S(=O)(=O)c1ccc(F)cc1
  NFkB SMM = i
O=C1C(=O)N(Cc2ccco2)C(c2cccnc2)C1C(=O)c1cc2ccccc2o1 (centres undefined)
  NFkB SMM = i
CC(C)=CCc1c(-c2ccc(O)cc2O)oc2c(CC=C(C)C)c(O)cc(O)c2c1=O
  NFkB SMM = i
CC(C)NC(=O)N(C)C[C@@H]1OCCCC[C@H](C)Oc2ccc(NS(=O)(=O)c3cn(C)cn3)cc2C(=O)N([C@@H](C)CO)C[C@@H]1C
  NFkB SMM = i
CNC[C@H]1OCCCC[C@@H](C)Oc2ccc(NC(=O)Nc3cccc4ccccc34)cc2C(=O)N([C@H](C)CO)C[C@@H]1C
  NFkB SMM = i
C[C@H]1CN([C@@H](C)CO)C(=O)Cc2cc(NC(=O)C3CC3)ccc2O[C@@H]1CN(C)Cc1ccc(Cl)c(Cl)c1
  NFkB SMM = i
Cc1ccc2cccc(OCC(=O)Nc3ccc(C)c([N+](=O)[O-])c3)c2n1
  NFkB SMM = i
C[C@H](CO)N1C[C@H](C)[C@H](CN(C)CC2CC2)Oc2c(NS(C)(=O)=O)cccc2C1=O
  NFkB SMM = i
Cc1ccc(S(=O)(=O)Nc2ccc(Br)cc2CNc2nc3ccccc3n2C)cc1
  NFkB SMM = i
C[C@H](CO)N1C[C@H](C)[C@@H](CN(C)Cc2ccc(C(=O)Nc3ccccc3N)cc2)OCc2cn(nn2)CCCC1=O
  NFkB SMM = i
C[C@H]1CN([C@@H](C)CO)C(=O)CCCn2cc(nn2)CO[C@@H]1CN(C)C(=O)c1ccccc1
  NFkB SMM = i
O=C(C1CCCO1)N1CCN(C(=S)Nc2ccc(S(=O)(=O)Nc3ncccn3)cc2)CC1 (centres undefined)
  NFkB SMM = i
O=C(CCn1cnc2ccccc2c1=O)Nc1ccccc1F
  NFkB SMM = i
Cc1noc(C)c1S(=O)(=O)N(C)C[C@@H]1Oc2ccc(NC(=O)C3CCCCC3)cc2CC(=O)N([C@H](C)CO)C[C@@H]1C
  NFkB SMM = i

Next section, starting with the last three of the part before.
O=C(C1CCCO1)N1CCN(C(=S)Nc2ccc(S(=O)(=O)Nc3ncccn3)cc2)CC1 (centres undefined)
  NFkB SMM = i
O=C(CCn1cnc2ccccc2c1=O)Nc1ccccc1F
  NFkB SMM = i
Cc1noc(C)c1S(=O)(=O)N(C)C[C@@H]1Oc2ccc(NC(=O)C3CCCCC3)cc2CC(=O)N([C@H](C)CO)C[C@@H]1C
  NFkB SMM = i
COc1ccc(S(=O)(=O)N(C)C[C@@H]2Oc3ccc(NC(=O)Nc4cccc5ccccc45)cc3CC(=O)N([C@@H](C)CO)C[C@H]2C)cc1
  NFkB SMM = i
O=S(=O)(N[C@@H]1CCCN(Cc2ccc(OCCO)cc2)C1)c1ccc2ccccc2c1
  NFkB SMM = i
C=CCNC(=O)[C@@H]1[C@H]2C(=O)O[C@H](c3ccccc3)[C@H](c3ccccc3)N2[C@H](c2ccccc2OCCO)[C@@]12C(=O)Nc1ccc(C#CC3=CCCCC3)cc12
  NFkB SMM = i
CCn1c(SCC(N)=O)nnc1-c1sc2cc(Cl)ccc2c1Cl
  NFkB SMM = i
C[C@@H]1CN([C@H](C)CO)C(=O)c2cc(N(C)C)ccc2O[C@H]1CN(C)C(=O)NC1CCCCC1
  NFkB SMM = i
CNC[C@@H]1Oc2ccc(NC(=O)CCCN(C)C)cc2C(=O)N([C@H](C)CO)C[C@H]1C
  NFkB SMM = i
COc1ccc(C2OCC3C2CO[C@H]3c2ccc(OC)c(OC)c2)cc1OC (some centres undefined)
  NFkB SMM = i
C[C@@H]1CN([C@H](C)CO)C(=O)c2cc(NC(=O)NC3CCCCC3)ccc2O[C@H]1CN(C)C(=O)Nc1ccc(C(F)(F)F)cc1
  NFkB SMM = i
COc1ccc(S(=O)(=O)Nc2cccc3c2O[C@H](CN(C)Cc2ccc(-c4ccccc4)cc2)[C@H](C)CN([C@@H](C)CO)C3=O)cc1
  NFkB SMM = i
C[C@@H]1CN([C@H](C)CO)C(=O)Cc2cc(NC(=O)Nc3ccc4c(c3)OCO4)ccc2O[C@H]1CN(C)C(=O)Nc1ccc2c(c1)OCO2
  NFkB SMM = i
O=C(O)CC(C(=O)Nc1ccc(Cl)cc1)N1CCCC1 (centres undefined)
  NFkB SMM = i
COc1ccc(NC(=O)CSc2nc3ccccc3o2)c([N+](=O)[O-])c1
  NFkB SMM = i
Cc1noc(C)c1NC(=O)N(C)C[C@@H]1Oc2ccc(NC(=O)CCN3CCOCC3)cc2CC(=O)N([C@@H](C)CO)C[C@@H]1C
  NFkB SMM = i
COc1ccc(S(=O)(=O)Nc2ccc3c(c2)C(=O)N([C@H](C)CO)C[C@H](C)[C@H](CN(C)C(=O)CCCN(C)C)OCCCC[C@@H](C)O3)cc1
  NFkB SMM = i
CO[C@H]1C=C[C@@](C)(O)/C=C/C(=O)O[C@H](C)[C@@H](C)CC/C=C\1C
  NFkB SMM = i
COc1ccc(-c2csc3ncn(CC(=O)Nc4sc5c(c4C#N)CCC5)c(=O)c23)cc1OC
  NFkB SMM = i
C[C@@H]1CN([C@H](C)CO)C(=O)CCCn2nncc2CO[C@H]1CN(C)Cc1ccccc1
  NFkB SMM = i
C[C@H](CO)N1C[C@H](C)[C@H](CN(C)Cc2ccncc2)Oc2ncc(C#Cc3ccc(C(F)(F)F)cc3)cc2C1=O
  NFkB SMM = i
C[C@H]1CN([C@@H](C)CO)C(=O)c2cc(NS(C)(=O)=O)ccc2O[C@H]1CN(C)S(=O)(=O)c1ccc(Cl)cc1
  NFkB SMM = i
C[C@@H]1CN([C@@H](C)CO)C(=O)Cc2cc(NS(=O)(=O)c3ccccc3)ccc2O[C@H]1CN(C)C(=O)Nc1ccc2c(c1)OCO2
  NFkB SMM = i
CNC[C@H]1Oc2ccc(NC(=O)C3CC3)cc2C(=O)N([C@H](C)CO)C[C@H]1C
  NFkB SMM = i
COc1cc(Cl)c(C)cc1NC(=O)C(CC(C)C)N1C(=O)c2ccccc2C1=O (centres undefined)
  NFkB SMM = i
CCN(CC)CC(O)Cn1c(C)c(-c2ccccc2)c2cc([N+](=O)[O-])ccc21 (centres undefined)
  NFkB SMM = i
Cc1noc(C)c1NC(=O)Nc1cccc2c1O[C@@H](CN(C)C(=O)Nc1c(C)noc1C)[C@H](C)CN([C@@H](C)CO)C2=O
  NFkB SMM = i
C[C@@H]1CN([C@H](C)CO)C(=O)Cc2cc(NS(C)(=O)=O)ccc2O[C@@H]1CN(C)S(=O)(=O)c1cccs1
  NFkB SMM = i

COc1cc(C[C@H]2C(=O)OC[C@@H]2Cc2ccc(O[C@@H]3O[C@H](CO)[C@@H](O)[C@H](O)[C@H]3O)c(OC)c2)ccc1O
  NFkB SMM = i
CNC[C@H]1Oc2c(N)cccc2C(=O)N([C@@H](C)CO)C[C@@H]1C
  NFkB SMM = i
O=C(O)CCCC(=O)Nc1ccc(Br)cc1C(=O)O
  NFkB SMM = +
CC(C)NC(=O)Nc1ccc2c(c1)CC(=O)N([C@@H](C)CO)C[C@@H](C)[C@@H](CN(C)Cc1ccc(-c3ccccc3)cc1)O2
  NFkB SMM = i
Cc1nnc(SCC(=O)N2N=CCC2c2ccccc2)s1 (centres undefined)
  NFkB SMM = i
O=C(CSC1=NCCN1)C1COc2ccccc2O1 (centres undefined)
  NFkB SMM = i
C[C@@H]1CN([C@H](C)CO)C(=O)Cc2cc(NS(=O)(=O)c3cccs3)ccc2O[C@@H]1CN(C)C(=O)Nc1ccc2c(c1)OCO2
  NFkB SMM = i
C[C@H]1CN([C@@H](C)CO)C(=O)Cc2cc(NC(=O)CCN3CCOCC3)ccc2O[C@@H]1CN(C)Cc1ccc(-c2ccccc2)cc1
  NFkB SMM = i
COC(=O)COc1ccc(NC(=O)C2CCCO2)cc1 (centres undefined)
  NFkB SMM = i
CN(C)CCCN1C(=O)C(=O)C(C(=O)c2ccco2)C1c1ccc([N+](=O)[O-])cc1 (centres undefined)
  NFkB SMM = i
C[C@@H]1CN([C@@H](C)CO)C(=O)c2cc(NC(=O)C3CC3)ccc2O[C@@H]1CN(C)S(=O)(=O)c1cn(C)cn1
  NFkB SMM = i
C[C@@H]1CCCCO[C@@H](CN(C)Cc2ccccc2)[C@H](C)CN([C@@H](C)CO)C(=O)c2cc(NC(=O)CCCN(C)C)ccc2O1
  NFkB SMM = i
O=C1c2ccccc2C(=O)N1CCSc1nnnn1-c1ccccc1
  NFkB SMM = i
C[C@@H]1CN([C@@H](C)CO)C(=O)c2cccc(NS(=O)(=O)c3cn(C)cn3)c2O[C@@H]1CN(C)Cc1ccc(Cl)c(Cl)c1
  NFkB SMM = i
O=c1[nH]c2ccccc2c(=O)n1CCCO
  NFkB SMM = i
COc1ccc(S(=O)(=O)Nc2ccc3c(c2)CC(=O)N([C@@H](C)CO)C[C@@H](C)[C@H](CN(C)C)O3)cc1
  NFkB SMM = i
COc1cc(C)c(C(=O)Oc2cc(C)c(C(=O)Oc3cc(C)c(C(=O)NC(C)C(=O)O)c(O)c3)c(O[C@@H]3O[C@H](CO)[C@@H](O)[C@H](O)[C@H]3OC(C)=O)c2)c(O)c1 (some centres undefined)
  NFkB SMM = i
CSc1cccc(NC(=O)C(C)NS(=O)(=O)c2ccccc2)c1 (centres undefined)
  NFkB SMM = i
CC(=O)Nc1ccc(NC(=O)CN(c2ccccc2Br)S(C)(=O)=O)cc1
  NFkB SMM = i
Cc1noc(C)c1NC(=O)Nc1cccc2c1O[C@@H](CN(C)S(=O)(=O)c1cccs1)[C@H](C)CN([C@@H](C)CO)C2=O
  NFkB SMM = i
C[C@H]1CN([C@@H](C)CO)C(=O)CCCn2cc(nn2)CO[C@@H]1CN(C)C(=O)c1ccc(N2CCN(C)CC2)cc1
  NFkB SMM = i
O=C(C1=C[C@H](c2csc3ccccc23)C[C@H](OCCCCO)O1)N1CCOCC1
  NFkB SMM = i
C[C@@H]1CCCCO[C@H](CN(C)Cc2ccc(C(=O)O)cc2)[C@H](C)CN([C@H](C)CO)C(=O)c2cc(NC(=O)Nc3ccc(F)cc3)ccc2O1
  NFkB SMM = i
Cc1noc(C)c1NC(=O)N(C)C[C@H]1Oc2ccc(N(C)C)cc2CC(=O)N([C@H](C)CO)C[C@H]1C
  NFkB SMM = i
COc1ccc(OCCNc2c([N+](=O)[O-])c(=O)oc3ccccc23)cc1
  NFkB SMM = i

C/C=C(/C)C(=O)OC1C(OC(C)=O)c2c(ccc3ccc(=O)oc23)OC1(C)C (centres undefined)
  NFkB SMM = i
COc1ccc(S(=O)(=O)N(C)C[C@H]2Oc3ccc(NC(=O)Nc4ccc5c(c4)OCO5)cc3CC(=O)N([C@@H](C)CO)C[C@@H]2C)cc1
  NFkB SMM = i
COc1ccc(NC(=O)Nc2cccc3c2O[C@H](CN(C)C(=O)Nc2ccccc2)[C@H](C)CN([C@@H](C)CO)C3=O)cc1
  NFkB SMM = i
COc1cc2c(cc1OC)[C@H]1[C@@H](C)c3ccc(OC)c(OC)c3CN1CC2
  NFkB SMM = i
Cc1noc(C)c1NC(=O)Nc1ccc2c(c1)CC(=O)N([C@@H](C)CO)C[C@@H](C)[C@@H](CN(C)S(=O)(=O)c1ccccc1)O2
  NFkB SMM = i
Cc1noc(C)c1S(=O)(=O)N(C)C[C@H]1Oc2ccc(NC(=O)Nc3ccc(C(F)(F)F)cc3)cc2CC(=O)N([C@H](C)CO)C[C@@H]1C
  NFkB SMM = i
COc1ccc([Si](C)(C)[C@H]2[C@H](CCn3cc(CCO)nn3)O[C@@]3(C(=O)N(Cc4ccc(N5CCC5=O)cc4)c4ccccc43)[C@@H]2C)cc1
  NFkB SMM = i
C[C@H](CO)N1C[C@H](C)[C@H](CN(C)Cc2ccccc2)Oc2c(NC(=O)C3CCOCC3)cccc2C1=O
  NFkB SMM = i
C[C@@H]1CCCCO[C@@H](CN(C)C(=O)CCCN(C)C)[C@@H](C)CN([C@H](C)CO)C(=O)c2cc(NS(=O)(=O)c3ccccc3)ccc2O1
  NFkB SMM = i
Cn1c(=O)/c(=C/c2ccccc2)n(C)c(=O)/c1=C/c1ccccc1
  NFkB SMM = i
Nc1c(Br)cc(Br)cc1CNC1CCC(O)CC1 (centres undefined)
  NFkB SMM = i
C[C@@H]1CCCCO[C@@H](CN(C)S(=O)(=O)c2ccccc2)[C@H](C)CN([C@@H](C)CO)C(=O)c2cc(NS(=O)(=O)c3ccc(F)cc3)ccc2O1
  NFkB SMM = i

High-throughput results: PubChem BioAssay, Broad Institute
